# Bioassay records: PubChem, The Scripps Research Institute Molecular Screening Center
# M5 PAM – positive allosteric modulators of human muscarinic M5 receptor; P08912; CHO-K1 hM5, Fluo-8 calcium, ACh EC20 PAM; 0% = ACh EC20, 100% = ACh EC100; activation, % at 3 µM; 360,000 compounds, 0.3% hits; AID 624038;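 active = activation above the run cutoff, the mean activation of all test compounds plus 3 SD, cut at about 18% in these data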
# Target sequence (P08912 whole entry, looked up): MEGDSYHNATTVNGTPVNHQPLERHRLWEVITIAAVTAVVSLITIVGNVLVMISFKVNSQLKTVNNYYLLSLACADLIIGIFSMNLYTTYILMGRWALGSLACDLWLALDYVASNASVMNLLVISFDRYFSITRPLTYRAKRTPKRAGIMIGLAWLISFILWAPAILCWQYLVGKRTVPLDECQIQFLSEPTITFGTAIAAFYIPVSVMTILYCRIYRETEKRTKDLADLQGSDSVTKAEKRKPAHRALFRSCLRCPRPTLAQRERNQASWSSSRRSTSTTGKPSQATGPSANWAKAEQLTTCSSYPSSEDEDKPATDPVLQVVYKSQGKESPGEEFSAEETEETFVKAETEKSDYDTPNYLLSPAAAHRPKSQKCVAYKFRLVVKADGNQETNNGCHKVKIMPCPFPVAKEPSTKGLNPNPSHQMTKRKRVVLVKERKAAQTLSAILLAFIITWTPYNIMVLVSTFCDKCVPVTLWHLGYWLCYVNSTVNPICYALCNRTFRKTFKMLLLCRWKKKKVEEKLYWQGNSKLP
#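 Measured by: Fluo-8 calcium fluorescence; material: human M5 receptor in CHO-K1 cells; schedule: Post-acetylcholine fluorescence recording 140 s; benchmarks: low control EC20 acetylcholine (0%), high control EC100 acetylcholine (100%); read-out: Max/basal fluorescence ratio as % of EC20–EC100 ACh window; compound: single dose, 3 µM nominal final test concentration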
# CHRM5 antagonist – blocks acetylcholine activation of human M5 receptor; CHO-hM5 cells, Fluo-8 calcium fluorescence, ACh EC80; inhibition, % at 3 µM; 360,000 compounds, 0.59% hits; AID 624040;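 active = inhibition above a per-plate cutoff, the mean of that plate's test compounds plus 3 SD, cut at about 27% in these data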;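 also: 0% = acetylcholine EC80 with DMSO and 100% = DMSO without agonist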
# M4 antag – blocks acetylcholine activation of human M4 receptor; 360,000 compounds, 0.73% hits; CHO-hM4 cells, ACh EC80, Fluo-8 calcium fluorescence; inhibition, % at 3 µM; AID 624125;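 active = inhibition above its plate's cutoff, the mean inhibition of sample wells plus 3 SD, cut at about 27% in these data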;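 also: 0% = acetylcholine EC80 with DMSO and 100% = DMSO without agonist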
# Target sequence (P08173 whole entry, looked up): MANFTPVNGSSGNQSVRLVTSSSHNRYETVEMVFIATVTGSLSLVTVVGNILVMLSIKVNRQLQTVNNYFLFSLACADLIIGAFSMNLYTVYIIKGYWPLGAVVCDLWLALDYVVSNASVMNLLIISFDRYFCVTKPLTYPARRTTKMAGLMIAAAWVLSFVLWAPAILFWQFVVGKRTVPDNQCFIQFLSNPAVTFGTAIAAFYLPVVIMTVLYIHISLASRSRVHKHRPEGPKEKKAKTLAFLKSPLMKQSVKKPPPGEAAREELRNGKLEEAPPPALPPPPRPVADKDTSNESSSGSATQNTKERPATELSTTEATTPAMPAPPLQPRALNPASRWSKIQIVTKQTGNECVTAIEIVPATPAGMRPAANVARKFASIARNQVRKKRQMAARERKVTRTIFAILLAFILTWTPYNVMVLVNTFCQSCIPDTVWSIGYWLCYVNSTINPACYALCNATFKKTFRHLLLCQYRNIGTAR
# CHO-K1 Ca antag – counter-screen for M1 antagonists: effect in parental CHO-K1 cells. ATP-induced calcium, Fluo-8 fluorescence. inhibition, % at 3 µM. 360,000 compounds, 0.6% hits;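 active = inhibition above a per-plate cutoff, the plate's mean sample inhibition plus 3 SD, cut at about 24% in these data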;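 also: 0% = DMSO plus EC80 ATP and 100% = DMSO alone without ATP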
# CHRM5 agonist – CHRM5 agonism in calcium assay. P08912. CHO-K1 hM5 cells, Fluo-8 calcium fluorescence; 0% DMSO wells, 100% maximal acetylcholine response. activation, % at 3 µM. 360,000 compounds, 0.19% hits;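 active = activation above the run's mean over test compounds plus 3 SD, cut at about 23% in these data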;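 also: signal is peak over basal fluorescence ratio across the kinetic read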
# CHRM4 PAM – CHRM4 positive allosteric modulation. P08173. CHO-K1 hM4/Gqi5, Fluo-8 calcium fluorescence, ACh EC20; 0% = ACh EC20, 100% = maximal ACh. activation, % at 3 µM. 360,000 compounds, 0.4% hits. AID 624126;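 active = activation above its plate's cutoff, the mean activation of sample wells plus 3 SD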; also: some results filed as inactive read as strong as hits
# CHO-K1 Ca ag – M1 agonist counterscreen hit in parental CHO-K1 cells. 360,000 compounds, 0.48% hits. activation, % at 3 µM. Fluo-8 calcium fluorescence; scaled to maximal ATP response, vehicle zero. AID 602248; in the data active = activation above about 15%;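 also: untransfected CHO-K1 host cells lacking M1 receptor as counterscreen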
# M4 ag – agonists of human muscarinic M4 receptor (CHRM4) | P08173 | CHO-K1 hM4/Gqi5, Fluo-8 calcium fluorescence; vehicle 0%, full acetylcholine response 100% | activation, % at 3 µM | 360,000 compounds, 0.14% hits | AID 624127;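 active = activation above the run mean over all test wells plus 3 SD, cut at about 32% in these data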;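 also: peak over basal fluorescence ratio per well then scaled between controls; 0% = DMSO wells and 100% = acetylcholine at EC100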
# M1 PAM parental – nonselective activator or artifact in parental CHO-K1 calcium assay | ATP EC20, Fluo-8 calcium fluorescence; 0% at ATP EC20, 100% at ATP max | activation, % at 3 µM | 360,000 compounds, 0.02% hits | AID 602247;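 active = activation above the run cutoff, the mean activation of all test compounds plus 3 SD, cut at about 40% in these data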;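 also: peak over basal fluorescence ratio in a 140 s read after ATP addition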
# * hit, by the source's call.
SMILES,M5 PAM,CHRM5 antagonist,M4 antag,CHO-K1 Ca antag,CHRM5 agonist,CHRM4 PAM,CHO-K1 Ca ag,M4 ag,M1 PAM parental
N#Cc1cnn2c1nc(N1CCOCC1)c1ccccc12,1,0,0,-5,-1,-2,1.4,0,14
COc1ccc(NS(=O)(=O)c2cccc(C(=O)NNC(=O)CNC(=O)c3ccccc3)c2)cc1,13,-13,-6,-13,-1,19,0.9,1,12
COc1ccccc1N(C(=O)c1cncc(Br)c1)c1nc(-c2ccc(C)cc2)cs1,18,-18,-8,-14,-1,4,0.5,0,18
CC(CCc1ccccc1)NC(=O)C(=O)NCCc1ccccc1 (stereo unspecified),-2,9,-2,-8,-1,3,0.5,1,14
COc1ccc(CN(C)CC(O)COc2ccc(-c3ccccc3)cc2)cc1OC (stereo unspecified),4,9,18,-1,-1,-7,3.9,8,14
O=C1c2ccccc2C(=O)N1CC(O)COCc1ccccc1 (stereo unspecified),3,-2,-14,-26,1,15,0.8,2,23
NC(=O)CSc1c[nH]c2ccccc12,-3,2,-5,-12,2,10,0.7,1,23
O=C(CCNS(=O)(=O)c1ccccc1)N1CCC(Cc2ccccc2)CC1,3,4,1,-15,1,5,6.9,11,14
Cc1c(C(=O)O)oc2ccc3c(c12)C(O)CC(C)(C)O3 (stereo unspecified),-8,12,3,1,-2,-8,1.5,10,1
CC1CN(S(=O)(=O)c2cccc(C(=O)NCCC3=CCCCC3)c2)CC(C)O1 (stereo unspecified),-1,5,1,-3,1,0,-1.0,0,9
COc1ccccc1S(=O)(=O)NCc1ccc(C(=O)NC2CCC(O)CC2)cc1 (stereo unspecified),10,0,-1,-12,-1,3,0.4,-1,13
Cc1ccc(C)c2[nH]c(=O)c(CCNC(=O)c3ccc(S(=O)(=O)N4CCOCC4)cc3)cc12,11,-15,-8,-10,0,14,2.5,2,3
CC(=O)Nc1c(O)nc(SCC(=O)Nc2cccc(C)c2)[nH]c1=O,1,1,-3,-6,4,42*,0.1,2,12
CCOC(=O)C1(Cc2cccc(OC)c2)CCCN(C(=O)CCN2CCCO2)C1 (stereo unspecified),-4,9,-8,-4,-2,0,0.9,1,2
CCOC(=O)C1CCCN(C(=O)COc2ccc(C(=O)c3ccccc3)cc2)C1 (stereo unspecified),-3,-4,-3,11,3,-2,1.3,7,-22
Cc1csc(NC(=O)CSc2ccccc2F)n1,12,-4,-8,0,1,17,0.2,2,4
COC(=O)C1=C(C)NC(=O)CC1c1cc2c(cc1Br)OCO2 (stereo unspecified),-5,1,7,-7,-7,12,0.4,0,9
COc1cccc(CNC(=O)c2ccc(C)c(S(=O)(=O)N3CCCCC3)c2)c1,-16,9,-7,-4,0,-7,9.7,12,1
COc1ccc(Cl)cc1NC(=O)CN(C)C(=O)c1sc2ccccc2c1Cl,-15,6,-5,-14,-5,-1,0.8,7,5
O=C(O)c1ccc(-n2cccc2/C=C2/SC(=O)N(CC(=O)N3CCCC3)C2=O)cc1,-2,8,0,-12,-2,0,1.1,1,18
C=CCO/N=C/C1C(=O)CC(C)(C)CC1=O,5,6,-5,4,-3,9,1.1,0,13
O=C1c2ccccc2C(=O)N1Nc1ccc([N+](=O)[O-])cc1[N+](=O)[O-],-3,-4,-5,-6,-2,0,0.3,1,2
COc1ccc(C2=C(c3ccc([N+](=O)[O-])cc3)C(=O)OC2)cc1,5,12,4,-23,0,-9,1.8,0,25
CCCCC1CCC(c2ccc(C(N)=O)cc2)CC1 (stereo unspecified),3,-1,1,-10,1,7,0.4,0,27
O=S(=O)(NCCN1CCOCC1)c1cccc(C(F)(F)F)c1,-2,5,-10,-1,1,7,0.0,0,11
O=C(Nc1c(O)c2ccccc2[nH]c1=O)c1ccco1,14,-6,-10,-14,-3,11,-0.1,1,9
COCCNC(=O)CSc1ccccc1C(=O)NC1CCSc2ccccc21 (stereo unspecified),5,0,-5,7,-4,-4,1.2,6,4
CCOc1cc(C)nc(N2CCC(C(=O)NC3CC3)CC2)n1,1,-2,-9,-20,1,10,0.6,2,8
CCOC(=O)c1[nH]c2cc(OC)c(OC)cc2c1N,0,2,2,-2,0,-3,0.8,0,16
CC(=O)NC(O)C(=O)c1ccco1 (stereo unspecified),-4,1,-4,9,2,2,-0.1,1,-10
Cc1ccc(Nc2nnns2)cc1C,4,0,0,18,0,10,-0.3,3,-8
CC1(C)CC(CC(=O)Nc2nccs2)(c2ccccc2)CCO1 (stereo unspecified),-8,-4,-4,-17,3,-3,2.8,9,12
C[C@@]12C(=O)Nc3ccc(Cl)cc3C(=O)N1[C@H]1c3ccccc3OC[C@@H]1[C@@H]2c1ccccc1,-28,20,41*,-12,-3,-7,0.4,0,11
Cc1ccc2c(CN3CCN(S(=O)(=O)c4ccccc4C(F)(F)F)CC3)cc(=O)oc2c1C,-8,2,-17,-12,2,-3,-0.1,5,-12
O=C(O)CN1C(=O)/C(=C\c2ccccc2OCc2ccc(Cl)cc2)SC1=S,5,4,14,4,-1,-2,-0.5,-1,-3
CCOc1ccc(-c2nnc(SCc3nc4ccccc4[nH]3)n2N)cc1,-5,5,-12,-9,0,20,0.1,0,14
CC(=O)Nc1ccc(C(=O)N/N=C(\C)CC(=O)Nc2ccc(OCc3ccccc3)cc2)cc1,-5,4,21,-5,1,-14,0.8,0,20
CC1(C(=O)O)COC(c2ccc(Cl)cc2)OC1 (stereo unspecified),5,2,-1,-8,-3,9,1.0,1,6
O=S(=O)(NC1c2cccc3cccc(c23)C1N1CCNCC1)c1ccc(Cl)cc1 (stereo unspecified),-14,19,13,3,0,-3,4.6,21,7
COc1ccccc1C(=O)Nc1cccc2c1CCCC2,-2,11,1,0,-7,-3,0.4,1,11
COC(=O)c1ccc2nc(-c3ccc(F)cc3)c(Cc3cccc(F)c3)n2c1,-24,36*,6,-13,-5,-10,1.9,4,14
CCOC(=O)CNC(=O)CSc1ncnc2c1cnn2-c1ccccc1,5,-1,7,1,-1,-7,0.7,1,3
CCOC(=O)c1c2ccc(OCC(=O)NN)cc2n2ccccc12,0,-2,-3,-14,0,-3,0.8,0,19
COc1cccc(/C=N/NC(=O)CN(C)S(=O)(=O)c2ccccc2)c1OC,-4,6,-7,-10,3,7,1.9,4,-12
CC(=O)C1=NOC(CNc2ncc(C(F)(F)F)cc2Cl)C1 (stereo unspecified),-4,12,3,-3,-4,-3,-0.9,-1,5
O=C(CNC(=O)c1ccco1)Nc1ccc(F)c(Cl)c1,-3,5,-1,5,-1,-1,0.6,1,12
CCOc1ccc2[nH]c(=O)c(CN(CC3COCCO3)C(=O)c3ccco3)cc2c1 (stereo unspecified),9,-3,-4,-2,0,7,0.1,1,12
C=CCSc1nnc(-c2ccccc2NC(C)=O)c(=O)[nH]1,4,-3,-11,-2,-7,0,0.1,0,16
COc1ccccc1CCC(=O)OCC(=O)NCc1ccc(OC)c(OC)c1,-3,5,-14,-4,5,-2,0.0,6,14
CC(NS(=O)(=O)c1ccc(Cl)cc1)C(=O)NCCC1=CCCCC1 (stereo unspecified),7,22,3,9,-4,16,0.8,4,-12

# (list continues)
SMILES,M5 PAM,CHRM5 antagonist,M4 antag,CHO-K1 Ca antag,CHRM5 agonist,CHRM4 PAM,CHO-K1 Ca ag,M4 ag,M1 PAM parental
CCOc1c(CNCCNC(=O)c2nonc2N)cccc1OC,-5,2,0,-17,1,2,0.3,1,2
C=CCN(CC=C)S(=O)(=O)c1ccc(NC(=S)NC(=O)/C=C/c2ccc(C)cc2)cc1,3,-10,-3,11,-1,7,0.1,0,-10
Cc1cc2cc(CCNC(=O)c3ccc(S(=O)(=O)N4CCCC4)cc3)c(=O)[nH]c2cc1C,-9,16,3,-3,1,-11,6.1,12,10
c1ccc(-n2cnc3cc(NCc4ccccn4)ccc32)cc1,-3,2,2,-13,-3,-2,0.4,3,24
Cc1cc(NC(=O)c2oc3ccccc3c2C)ccc1-n1cnnn1,6,-4,2,4,-1,14,1.6,2,-4
O=C(NC1CCCCC1)c1ccc(CNc2ccccc2)o1,1,-7,-4,11,-7,7,-0.4,0,-17
c1cc(CCCc2ccncc2)ccn1,-12,10,6,-14,2,-2,0.6,1,13
CCN(CC1CCCN(CCc2cccc(OC)c2)C1)C(=O)c1ccoc1C (stereo unspecified),-1,5,-1,14,-7,-4,11,1,-1
CCCCN(C)C(=O)Cn1c(=O)oc2cc(S(=O)(=O)N3CC(C)CC(C)C3)ccc21 (stereo unspecified),-5,1,2,-5,-6,-20,0.1,0,10
Cc1ccccc1N1CCN(S(=O)(=O)c2ccccc2)CC1,-6,5,12,-6,-3,-6,0.5,-2,14
O=C(Nc1cccc(F)c1)c1cccnc1NCCc1ccccc1,-5,5,-2,1,-2,-9,1.0,0,12
CNC(=O)c1[nH]cnc1C(=O)N[C@@H](CCCCNC(=O)OC(C)(C)C)C(=O)OC(C)(C)C,-11,16,6,-10,1,-4,1.7,8,8
Cc1nnc(NC(=O)CSc2ncn(-c3ccccc3)n2)s1,2,1,3,-7,-2,0,0.5,1,20
COc1ccc(Cl)cc1NC(=O)CSc1nnc(Cn2c(=O)sc3ccccc32)n1C,-2,2,2,3,2,-3,-0.5,0,-12
CCc1ccc(NC(=O)COC(=O)c2ccc(Cl)c(S(=O)(=O)N3CCCCCC3)c2)cc1,1,-8,-15,7,-2,1,0.1,2,-6
O=C(COC(=O)c1ccccc1OCc1ccc(F)cc1)NCC1CCCO1 (stereo unspecified),4,13,-17,-32,-1,4,2.6,5,35
COC1=C(Nc2ccc(OC)cc2)C(=O)C(OC)=C(Nc2ccc(OC)cc2)C1=O,-7,12,-5,2,2,11,0.5,3,6
O=C(NCc1ccccc1Cl)c1ccc[nH]1,8,6,-9,-13,-3,3,0.4,1,21
C=CCC[C@H](Cc1ccc(F)cc1)C(=O)OC[C@H](Cc1c[nH]c2ccccc12)NC(=O)[C@@H](CC=C)CC(=O)N(CCO)Cc1ccccc1,-6,9,7,-7,5,2,0.3,2,16
COc1cccc(N2CCN(C(=O)c3cccc(N4C(=O)NC5CC4(C)Oc4c(OC)cccc45)c3)CC2)c1 (stereo unspecified),1,-8,3,-21,-4,1,0.8,2,0
Cc1ccc(N(C)C(=O)N2CCN(S(=O)(=O)c3ccc(C)c(C)c3)CC2)cc1,-4,2,-12,12,1,2,0.7,0,2
COc1ccc([N+](=O)[O-])cc1NC(=O)C1(c2ccccc2)CCOCC1,8,3,0,-13,-1,5,0.7,1,10

# An excerpt of these results, with two lines to a compound.
# Screens in order: M5 PAM, CHRM5 antagonist, M4 antag, CHO-K1 Ca antag, CHRM5 agonist, CHRM4 PAM, CHO-K1 Ca ag, M4 ag, M1 PAM parental
COc1ccc(Cl)cc1NC(=O)CSc1nnc(Cn2c(=O)sc3ccccc32)n1C
→ -2, 2, 2, 3, 2, -3, -0.5, 0, -12
CCc1ccc(NC(=O)COC(=O)c2ccc(Cl)c(S(=O)(=O)N3CCCCCC3)c2)cc1
→ 1, -8, -15, 7, -2, 1, 0.1, 2, -6
O=C(COC(=O)c1ccccc1OCc1ccc(F)cc1)NCC1CCCO1 (stereo unspecified)
→ 4, 13, -17, -32, -1, 4, 2.6, 5, 35
COC1=C(Nc2ccc(OC)cc2)C(=O)C(OC)=C(Nc2ccc(OC)cc2)C1=O
→ -7, 12, -5, 2, 2, 11, 0.5, 3, 6
O=C(NCc1ccccc1Cl)c1ccc[nH]1
→ 8, 6, -9, -13, -3, 3, 0.4, 1, 21
